Source: PubChem BioAssay (The Scripps Research Institute Molecular Screening Center)
TAAR1 antag: human TAAR1 antagonism | Q96RJ0 | CHO RD-HGA16 TAAR1, Fluo-8 calcium fluorescence, antagonist | inhibition, % at 3 µM | actives 1.5% (n = 360,000);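 active means inhibition above a per-plate cutoff, the mean inhibition of test compounds on that plate plus 3 SD, cut at about 49% in these data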;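 further: 0% = DMSO plus EC80 beta-PEA response and 100% = DMSO alone without agonist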
Target sequence (Q96RJ0 whole entry, looked up): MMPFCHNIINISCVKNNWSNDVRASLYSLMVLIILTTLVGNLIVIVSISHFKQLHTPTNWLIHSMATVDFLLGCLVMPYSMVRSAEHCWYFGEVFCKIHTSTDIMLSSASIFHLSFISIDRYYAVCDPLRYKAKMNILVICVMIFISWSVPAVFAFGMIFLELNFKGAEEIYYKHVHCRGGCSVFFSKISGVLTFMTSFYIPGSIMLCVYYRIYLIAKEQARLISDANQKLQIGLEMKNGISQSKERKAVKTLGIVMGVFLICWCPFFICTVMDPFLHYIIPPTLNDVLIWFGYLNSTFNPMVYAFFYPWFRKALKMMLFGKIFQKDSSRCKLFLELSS
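test system = CHO RD-HGA16 cells bearing hTAAR1 | replication = singlicate | controls = DMSO-only wells and EC80 β-PEA-stimulated wells | reagent = EC80 β-phenethylamine stimulus | read-out basis = percent inhibition of PEA-evoked calcium signal, max/basal emission ratio | schedule = seeding 17-24 h prior, 75-min 37 °C, 30-min RT dye loading | signal = kinetic Fluo-8 calcium fluorescence measurement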
CHO-K1 Ca ag: nonselective activator or artifact in parental CHO-K1 cells. Fluo-8 calcium fluorescence; scaled to maximal ATP response, vehicle zero. activation, % at 3 µM. actives 0.48% (n = 360,000). AID 602248; in the data active means activation above about 15%;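 further: untransfected CHO-K1 host cells lacking M1 receptor as counterscreen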
CHO parental Ca: counter-screen for OX1R antagonists: effect in parental CHO cells | parental CHO-K1, ATP-induced calcium, Fluo-8 fluorescence | inhibition, % at 5.6 µM | actives 0.63% (n = 330,000) | AID 463079;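 active means inhibition above that plate's mean sample inhibition plus 3 SD, cut at about 26% in these data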;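 further: 0% = ATP-challenged DMSO wells and 100% = DMSO wells without ATP; some compounds past the cut are filed as inactive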
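Material: Parental CHO cells | Reagent: ATP | Compound dosing: Single nominal dose of 5.6 µM per compound | Detection: Intracellular calcium via Fluo-8 no-wash fluorescent dye | Read-out: % inhibition of ATP-induced calcium mobilization | Benchmarks: Low control ATP plus DMSO, high control DMSO only | Replicates: Singlicate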
TAAR1 ag: agonists of human TAAR1 | activation, % at 3 µM | CHO RD-HGA16 TAAR1, Fluo-8 calcium fluorescence; vehicle wells 0%, saturating PEA agonist 100% | Q96RJ0 | actives 0.99% (n = 360,000);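 active means activation above the mean activation of all test compounds in the run plus 3 SD, cut at about 38% in these data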
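Signal – calcium-sensitive Fluo-8 signal, excitation 470-495, emission 515-575 nm · System – RD-HGA16 (CHO) cells co-expressing Gα16 and hTAAR1 · Incubation – 17-24 h seeding, 75 min 37 °C dye, 30 min RT · Compound dosing – 3 µM single concentration · Repeats – no replicates (n 1)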
CHRM1 antagonist: human CHRM1 antagonism. inhibition, % at 3 µM. actives 1.3% (n = 360,000). CHO-K1 hM1, Fluo-8 calcium fluorescence, ACh EC80 antagonist;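 active means percent inhibition above its own plate's cutoff, namely the mean of that plate's compound wells plus 3 SD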;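 further: peak over basal fluorescence ratio during 140 s after agonist addition; 0% = ACh EC80 plus DMSO and 100% = DMSO alone without agonist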
OXTR potentiate: human OXTR potentiation; P30559; CHO-OTR cells, Fluo-8 calcium fluorescence, potentiator mode; 0% = oxytocin EC15, 100% = EC100; actives 0.061% (n = 320,000); AID 2445; activation, % at 3 µM;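 active means activation above that plate's cutoff, the mean activation of tested compounds plus 3 SD, cut at about 6.6% in these data, passing the limit was not always enough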;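 further: 100% uses oxytocin at 75 nM as the full agonist control; some results filed as inactive read as strong as hits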
Target sequence (P30559 whole entry, looked up): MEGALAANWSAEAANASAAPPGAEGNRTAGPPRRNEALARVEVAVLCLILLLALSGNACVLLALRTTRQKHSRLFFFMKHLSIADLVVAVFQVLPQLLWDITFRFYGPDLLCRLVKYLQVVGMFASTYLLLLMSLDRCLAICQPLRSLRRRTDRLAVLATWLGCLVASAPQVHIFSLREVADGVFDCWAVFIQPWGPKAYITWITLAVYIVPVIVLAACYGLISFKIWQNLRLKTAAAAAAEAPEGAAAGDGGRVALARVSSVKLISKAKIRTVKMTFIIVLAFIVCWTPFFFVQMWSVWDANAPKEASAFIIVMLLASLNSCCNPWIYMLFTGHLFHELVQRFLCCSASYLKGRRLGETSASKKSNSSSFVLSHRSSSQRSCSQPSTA
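assay system = CHO-OTR cells, human receptor | schedule = compound 6 min at room temperature before oxytocin, 100 s read | detection = Fluo-8 intracellular calcium fluorescence, ex 470-495, em 515-575 nm | evaluation = normalized max/min fluorescence ratio, % activation | control set = EC15 oxytocin alone as 0%, 75 nM oxytocin (EC100) as 100%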
CHRM1 agonist: human M1 muscarinic receptor agonism. P11229. CHO-K1 hM1, Fluo-8 calcium fluorescence, agonist mode; 0% DMSO, 100% acetylcholine EC100. activation, % at 3 µM. actives 0.33% (n = 360,000);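 active means activation above the run's mean compound activation plus 3 SD, cut at about 16% in these data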;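 further: peak over basal fluorescence ratio within a 140 s kinetic read after compound addition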
M1 PAM parental: nonselective activator or artifact in parental CHO-K1 calcium assay; ATP EC20, Fluo-8 calcium fluorescence; 0% at ATP EC20, 100% at ATP max; activation, % at 3 µM; actives 0.02% (n = 360,000);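 active means activation above the run cutoff, the mean activation of all test compounds plus 3 SD, cut at about 40% in these data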;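 further: peak over basal fluorescence ratio in a 140 s read after ATP addition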
CHO-K1 Ca antag: M1 antagonist counterscreen hit in parental CHO-K1 cells. ATP-induced calcium, Fluo-8 fluorescence. inhibition, % at 3 µM. AID 602250. actives 0.6% (n = 360,000);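 active means inhibition above a per-plate cutoff, the plate's mean sample inhibition plus 3 SD, cut at about 24% in these data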;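 further: 0% = DMSO plus EC80 ATP and 100% = DMSO alone without ATP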
* marks the source's active call; other numbers are inactive results; nt = not tested or not shown.

SMILES | TAAR1 antag | CHO-K1 Ca ag | CHO parental Ca | TAAR1 ag | CHRM1 antagonist | OXTR potentiate | CHRM1 agonist | M1 PAM parental | CHO-K1 Ca antag
O=C(CCCCCNc1nc(=S)[nH]c2ccccc12)NCCc1ccccc1 | 15 | 4.3 | -24 | 13 | 4 | -6 | -10 | 13 | -2
N/C(=N\OC(=O)CCN1C(=O)c2ccccc2C1=O)c1ccccn1 | 9 | 0.7 | -5 | 1 | -14 | -2 | -3 | 21 | -16
CS(=O)(=O)c1ccc(Cl)c(NC(=O)COC(=O)c2cccc(S(=O)(=O)N3CCCC3)c2)c1 | 4 | 3.5 | -5 | 2 | -5 | -7 | -5 | 20 | -8
Cc1cc(C(=O)Nc2ccc3ccccc3c2)c(C)o1 | 5 | -0.5 | -4 | 0 | 10 | 3 | -4 | -24 | 10
CCCCN1C(=O)CC(N2CCOCC2)C1=O (configuration not stated) | -6 | -0.7 | -6 | 4 | -6 | -1 | -2 | 3 | 22
N#CCCN(Cc1cccnc1)C(=S)NC(=O)c1ccco1 | 1 | 0.6 | 11 | 5 | -2 | -14 | -8 | 11 | -14
Cc1ccc(CNc2ccc(N3CCOCC3)c(C(=O)O)c2)s1 | 15 | 0.0 | -7 | 1 | -9 | 1 | -1 | 22 | -8
CCSc1n[nH]c(=O)[nH]c1=O | -2 | 0.1 | -2 | 3 | -3 | -9 | -4 | 13 | -9
O=C(Nc1c(F)cc(F)cc1Br)c1cc(S(=O)(=O)N2CCN(c3ccccn3)CC2)ccc1F | 20 | 5.1 | -13 | 2 | 6 | -12 | -3 | -2 | -3
COc1ccc(CCNC(=O)C(NS(=O)(=O)c2cccc3nsnc23)C(C)C)cc1OC (configuration not stated) | -1 | 0.8 | -7 | 3 | -4 | -11 | -3 | 9 | -15
O=C(Nc1cc2c3c(c1)CC(=O)N3CCC2)c1cccc(F)c1 | 4 | 0.6 | -11 | 1 | 1 | 0 | -1 | 12 | -6
CCOc1ccc(N=C2NC(=O)S/C2=C\c2ccc(Cl)cc2)cc1 | 4 | -0.3 | -12 | 8 | 0 | -12 | -1 | 8 | 3
CC(C)(C)C(=O)NC(C(N)=O)=C(Cl)Cl | 7 | 0.4 | -7 | 5 | -6 | -3 | -2 | 15 | -11
COc1ccc(-c2csc3ncnc(NCCCO)c23)cc1 | 13 | 3.5 | -7 | 7 | -1 | -3 | -1 | -2 | -1
O=C(CCC1CCCN(C(=O)c2ccc3c(c2)OCO3)C1)NCc1ccc(F)c(F)c1 (configuration not stated) | -3 | 2.4 | -7 | 0 | -5 | 6 | -9 | 24 | -14
CCCCC[C@H](C)N1C[C@@H](COCc2ccccc2)Oc2cc(N3CCC[C@H]3COC)ccc2S1(=O)=O | -22 | 0.7 | nt | -1 | nt | nt | nt | 5 | -15
CC(C)(C)NC(=O)COc1ccc(CNCc2cccs2)cc1 | -3 | 1.5 | -7 | -1 | 13 | 1 | -11 | 16 | -19
COc1cc(OC)cc(C(=O)Nc2ccc(Nc3ccccc3)cc2)c1 | 18 | 1.1 | -11 | -2 | -9 | -7 | -4 | 12 | 1
COC(=O)c1nc(-n2nc(C)cc2C)ccc1Cl | -13 | -0.4 | 6 | 16 | -15 | -5 | -3 | 12 | -8
CCOC(=O)CNC(=O)CSc1nc(C)cc(C)c1C#N | -6 | 0.2 | 6 | 4 | 2 | -9 | -7 | 17 | -6
O=C(Nc1nn[nH]n1)c1cccc([N+](=O)[O-])c1 | -10 | -0.1 | -6 | 0 | 12 | -6 | -4 | -6 | 3
COc1ccc(CN2CCNC(=O)C2CC(=O)N(C)Cc2ccon2)c(F)c1 (configuration not stated) | -17 | 0.1 | 0 | 2 | -7 | -3 | -2 | -3 | 13
COc1ccc(OC)c(/C=C/c2c([N+](=O)[O-])c(=O)n(C)c(=O)n2C)c1 | -12 | -0.1 | -4 | 1 | -12 | -5 | -2 | 3 | -8
COc1ccc(CCNC2CC(=O)N(CCc3ccc(OC)c(OC)c3)C2=O)cc1OC (configuration not stated) | -8 | 0.7 | nt | 6 | -13 | nt | -1 | 5 | 11
S=C(c1ccc(Br)cc1)N1CCN(Cc2ccccc2)CC1 | 6 | 1.0 | -5 | 2 | -6 | -6 | -7 | 3 | -32

The final four entries of the section before open the next one.
SMILES | TAAR1 antag | CHO-K1 Ca ag | CHO parental Ca | TAAR1 ag | CHRM1 antagonist | OXTR potentiate | CHRM1 agonist | M1 PAM parental | CHO-K1 Ca antag
COc1ccc(CN2CCNC(=O)C2CC(=O)N(C)Cc2ccon2)c(F)c1 (configuration not stated) | -17 | 0.1 | 0 | 2 | -7 | -3 | -2 | -3 | 13
COc1ccc(OC)c(/C=C/c2c([N+](=O)[O-])c(=O)n(C)c(=O)n2C)c1 | -12 | -0.1 | -4 | 1 | -12 | -5 | -2 | 3 | -8
COc1ccc(CCNC2CC(=O)N(CCc3ccc(OC)c(OC)c3)C2=O)cc1OC (configuration not stated) | -8 | 0.7 | nt | 6 | -13 | nt | -1 | 5 | 11
S=C(c1ccc(Br)cc1)N1CCN(Cc2ccccc2)CC1 | 6 | 1.0 | -5 | 2 | -6 | -6 | -7 | 3 | -32
CCC(Sc1ccc2nnc(-c3ccc(F)cc3)n2n1)C(=O)O (configuration not stated) | 12 | -0.1 | -5 | 8 | -8 | -1 | -4 | 13 | -15
CCn1cc(CN2CCN(C)C(CCO)C2)c2ccccc21 (configuration not stated) | -22 | 5.6 | -7 | 4 | -10 | -5 | -6 | 5 | -1
CCOc1ccc(NC(=O)CCC(=O)NNC(=O)c2ccc(Br)o2)cc1 | -16 | -0.2 | -10 | 0 | -2 | -5 | -5 | 3 | -10
O/C(=C\Sc1nnc(Cc2ccccc2)o1)c1ccc(F)cc1 | 0 | 1.3 | -8 | 3 | -19 | -5 | -5 | 6 | -27
O=C(C(Cc1ccccc1)n1cccc1)N1CCN(c2cccc(Cl)c2)CC1 (configuration not stated) | 25 | 0.3 | -18 | 0 | 8 | -7 | -8 | 4 | 13
Cc1c(C(=O)NCCc2ccc3c(c2)OCCO3)oc2ccccc12 | 29 | 2.8 | -8 | 10 | 2 | -4 | -3 | 8 | 0
N#Cc1nc(Cc2cccc3ccccc23)oc1NCc1ccc2c(c1)OCO2 | 38 | 0.1 | -1 | 3 | -5 | -7 | -3 | -5 | 9
CCC(C)(C)n1nnnc1C(CC(C)C)N1CCC(C(N)=O)CC1 (configuration not stated) | 22 | 0.4 | -3 | -1 | -13 | -2 | -2 | 23 | -23
CCOC(=O)c1c(-c2ccccc2)oc2ccc(OCC(=O)NNC(=O)CCC(=O)O)cc12 | -12 | 0.9 | nt | 6 | 1 | nt | -6 | 16 | -12
CC(C)COC(=O)N1CCCCC1c1cc(C(=O)NCc2ccccc2)no1 (configuration not stated) | -11 | -0.3 | nt | -2 | -8 | nt | -5 | 8 | -10
Cc1oc2cc3oc(=O)c(CC(=O)N[C@@H](C)C(=O)NC(Cc4ccc(Cl)cc4)C(=O)O)c(C)c3cc2c1C (some centres not stated) | -11 | 0.9 | -8 | 1 | -4 | -6 | -4 | 16 | -9
CCOc1ccc(C2/C(=C(/O)c3ccc4c(c3)CC(C)O4)C(=O)C(=O)N2CCCn2ccnc2)cc1 (configuration not stated) | 7 | 1.1 | -28 | 1 | 1 | -2 | -2 | 6 | -10
CCCn1c(N)c(N(CCOC)C(=O)/C=C/c2ccc(C(=O)OC)cc2)c(=O)[nH]c1=O | -1 | 0.7 | -7 | 0 | -5 | -9 | -4 | 14 | -12
COc1ccc(CN2CCCCC2C)c(C)c1C (configuration not stated) | 14 | 0.3 | -6 | 5 | -13 | 2 | -9 | 15 | -14
CC(=O)/C(C#N)=C1\NC(=O)C(Cc2ccc(F)cc2)S1 (configuration not stated) | -22 | 2.7 | -19 | 5 | 10 | -12 | 0 | -10 | -1
CC(C)N(C(=O)[C@H]1C[C@H](CC(=O)NCCCn2ccnc2)C(=O)N2CCc3c([nH]c4cc(CCC(=O)N(C)C)ccc34)[C@]12C)C(C)C | -10 | 0.6 | -6 | 3 | -2 | nt | -6 | 14 | -8
CCOC(=O)c1ccc(NC(=O)NCc2ccn(CC)n2)cc1 | 4 | 0.1 | -5 | 3 | -1 | 1 | 10 | 9 | 8
O=C(CSc1ccc2nnc(-c3ccccn3)n2n1)Nc1nccs1 | -10 | 0.1 | -4 | 0 | 7 | -3 | -4 | -4 | -3
Cc1ccc(C(=O)N2CC3(C)CN(C(=O)c4ccc(C)cc4)CC(C)(C2)C3=O)cc1 | -2 | -0.5 | -3 | -2 | 7 | -6 | -5 | 9 | -2
O=C1OC(N2C(=O)CC[C@H]2C(=O)Nc2cccc(F)c2)c2ccccc21 (some centres not stated) | 12 | 0.2 | -7 | 0 | -8 | -2 | 1 | 3 | 2
CCn1c(SCC(=O)N/N=C/c2ccc(C)s2)nc2ccccc21 | 10 | 1.8 | -16 | 3 | -6 | 0 | -7 | 19 | -12
OC(COc1ccc(Br)cc1)CN1CCOCC1 (configuration not stated) | -10 | 0.5 | 1 | 2 | 4 | -12 | -2 | -4 | 22
COc1cccc(CNC(=O)CNC(=S)N(Cc2ccccc2)Cc2ccccc2F)c1 | 18 | 2.6 | nt | 0 | -6 | nt | -6 | 23 | -9
CC(=O)OCCCNc1cc(SCc2ccco2)c2nonc2c1[N+](=O)[O-] | 7 | 0.1 | -19 | -1 | 4 | -7 | 6 | -6 | 1
CCOCc1nnc(NC(=O)CCc2ccccc2)s1 | -16 | 0.1 | -9 | 4 | 3 | -19 | -5 | 8 | 0
COc1ccc(-c2nsc3c(N4CCCCC4)ncnc23)cc1 | -6 | -0.2 | 14 | 5 | -13 | -6 | -2 | -5 | 3
Cc1ccc(-n2c(CSc3nc(C)cc(C)n3)nnc2SCC(=O)NCc2ccco2)cc1 | -3 | 1.7 | -17 | 9 | 0 | 0 | -5 | 29 | -13
Cc1cc(C(=O)Nc2ccccc2Cc2ccccc2)no1 | -26 | -0.1 | -23 | 6 | -10 | -10 | -5 | -2 | -10
O=Cc1ccc(C(=O)OCC(=O)Nc2ccc(F)cc2F)cc1 | -19 | 0.8 | -1 | -1 | -29 | -1 | 1 | 26 | -25
CC(C(=O)N1CCCCC1)n1sc2ccccc2c1=O (configuration not stated) | -4 | 0.5 | -18 | 2 | -12 | 2 | -2 | 16 | -7
